MC4R barr agon: activates human MC4R beta-arrestin recruitment | P32245 | U2OS MC4R beta-arrestin complementation, luminescence; percent of melanotan II response, DMSO zero | activation, % at 8.9 µM | 360,000 compounds, 0.98% hits | AID 540308;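 active = activation above a per-plate cutoff, the mean activation of sample wells on that plate plus 3 SD, cut at about 8% in these data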
TLR9-MyD88 block: blocks human TLR9 binding to MyD88 | inhibition, % at 4.98 µM | AID 504734 | CHO BLA complementation TLR9-MyD88, CCF4 FRET ratio | 340,000 compounds, 0.21% hits | Q9NR96+Q99836;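 active = inhibition above the mean over all tested compounds plus 3 SD, cut at about 21% in these data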;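 also: 0% = DMSO only wells and 100% = clavulanate BLA inhibitor control wells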
MC4R antagonist: blocks human MC4R cAMP signaling. P32245. MC4R-expressing cells, MTII-stimulated cAMP, LANCE TR-FRET. inhibition, % at 6.5 µM. 360,000 compounds, 0.48% hits. AID 540295;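 active = inhibition above its plate's cutoff, the mean of tested wells on that plate plus 3 SD, cut at about 29% in these data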;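 also: 0% = Melanotan II alone and 100% = Melanotan II plus saturating MCL0020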
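System – human MC4R-expressing U2OS cells · Also added – Melanotan II · Dosing – one concentration, 6.5 µM nominal · Timing – 30-min compound, 1-h challenge, 1-h detection, room temperature · Measured by – Eu-cAMP/anti-cAMP TR-FRET, emission 671 nm · Replicates – singlicate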
ABHD5 PLIN5 PPI: ABHD5-PLIN5 protein interaction inhibition | Q00G26+Q8WTS1 | Split G. princeps luciferase complementation, luminescence, 4 h | inhibition, % at 4 µM | 360,000 compounds, 0.78% hits | AID 602281;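 active = inhibition above the mean inhibition across every tested compound plus 3 SD, cut at about 22% in these data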;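 also: 0% = DMSO only wells and the 100% control is not disclosed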
NCOA2 inhibitor: inhibits human steroid receptor coactivator 2 | Q15596 | HEK293 GAL4-SRC2 luciferase reporter, luminescence | inhibition, % at 9 µM | 370,000 compounds, 0.17% hits;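 active = inhibition above the mean inhibition of all tested compounds plus 3 SD, set per campaign, cut at about 52% in these data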;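 also: 0% = DMSO treated cells and 100% = cells given Gossypol at 36 µM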
SRC3 inh: inhibitors of human steroid receptor coactivator 3 (SRC3); HEK293 GAL4-SRC3 luciferase reporter, luminescence; 360,000 compounds, 0.17% hits; Q9Y6Q9; inhibition, % at 3.6 µM;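 active = inhibition above a per-campaign cutoff, the mean of all compounds plus 3 SD, cut at about 60% in these data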;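 also: 0% = DMSO-treated cells and 100% = gossypol-treated cells at 36 µM; higher means less SRC3-driven luciferase light from the GAL4 reporter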
Target sequence (Q9Y6Q9 whole entry, looked up, the tested form may be a part): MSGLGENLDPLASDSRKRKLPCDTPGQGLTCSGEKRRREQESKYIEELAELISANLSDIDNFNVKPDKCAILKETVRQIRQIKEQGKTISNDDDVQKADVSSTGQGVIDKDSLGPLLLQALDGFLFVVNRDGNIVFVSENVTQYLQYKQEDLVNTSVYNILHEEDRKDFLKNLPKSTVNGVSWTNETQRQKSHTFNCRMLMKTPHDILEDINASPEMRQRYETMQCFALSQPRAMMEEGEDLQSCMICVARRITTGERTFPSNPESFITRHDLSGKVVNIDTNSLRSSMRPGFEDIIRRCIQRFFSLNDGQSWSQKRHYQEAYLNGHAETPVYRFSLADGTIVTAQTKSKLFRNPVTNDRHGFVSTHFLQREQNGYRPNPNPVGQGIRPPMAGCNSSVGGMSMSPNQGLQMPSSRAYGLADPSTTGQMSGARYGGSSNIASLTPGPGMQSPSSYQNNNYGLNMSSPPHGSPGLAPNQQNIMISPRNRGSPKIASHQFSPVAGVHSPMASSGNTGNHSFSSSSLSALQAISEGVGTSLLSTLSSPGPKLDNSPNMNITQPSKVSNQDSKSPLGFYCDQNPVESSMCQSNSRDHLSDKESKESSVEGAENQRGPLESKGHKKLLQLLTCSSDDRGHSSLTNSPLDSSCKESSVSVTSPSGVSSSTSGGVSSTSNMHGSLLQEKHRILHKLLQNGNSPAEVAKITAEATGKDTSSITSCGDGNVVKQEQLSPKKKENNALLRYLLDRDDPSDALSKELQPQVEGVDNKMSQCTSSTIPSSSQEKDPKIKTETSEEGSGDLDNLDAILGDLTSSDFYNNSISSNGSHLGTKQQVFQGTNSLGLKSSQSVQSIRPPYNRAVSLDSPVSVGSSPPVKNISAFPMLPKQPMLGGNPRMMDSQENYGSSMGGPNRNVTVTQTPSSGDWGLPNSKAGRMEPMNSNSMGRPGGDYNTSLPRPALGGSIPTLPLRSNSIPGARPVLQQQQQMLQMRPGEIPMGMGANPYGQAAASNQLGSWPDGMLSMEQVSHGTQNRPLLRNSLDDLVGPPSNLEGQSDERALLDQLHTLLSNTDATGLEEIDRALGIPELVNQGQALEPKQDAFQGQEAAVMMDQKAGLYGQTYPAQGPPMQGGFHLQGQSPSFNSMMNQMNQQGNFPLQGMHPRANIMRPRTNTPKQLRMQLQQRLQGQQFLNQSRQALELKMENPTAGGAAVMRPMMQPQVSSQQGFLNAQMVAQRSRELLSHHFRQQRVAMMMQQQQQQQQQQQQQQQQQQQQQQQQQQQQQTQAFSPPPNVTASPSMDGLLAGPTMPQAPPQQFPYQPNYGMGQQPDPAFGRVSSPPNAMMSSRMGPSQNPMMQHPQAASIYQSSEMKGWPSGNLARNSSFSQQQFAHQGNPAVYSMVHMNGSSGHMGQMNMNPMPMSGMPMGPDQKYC
LRH-1 inv ag: NR5A2 inverse agonism in reporter assay. inhibition, % at 3.6 µM. AID 602396. 360,000 compounds, 0.13% hits. HEK293T StAR-luciferase reporter, LRH-1 transfected, 24 h. O00482;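 active = inhibition above the mean inhibition of all tested compounds plus 3 SD, cut at about 73% in these data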;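 also: 0% = DMSO wells and 100% = reporter-only cells lacking LRH-1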
NOD2 RIPK2 PPI: blocks binding of human NOD2 to RIPK2 | O43353 | CHO BLA complementation NOD2-RIPK2, CCF4 ratio | inhibition, % at 4.98 µM | 360,000 compounds, 0.38% hits; in the data active = inhibition above about 21%;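 also: 0% = vehicle only and 100% = reference blocker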
NCOA1 inh: inhibits human SRC1 coactivator | Q15788 | HEK293 GAL4-SRC1 luciferase reporter, luminescence | inhibition, % at 3.6 µM | 360,000 compounds, 0.12% hits;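 active = inhibition above the campaign mean plus 3 SD, with each screening campaign given its own cutoff, cut at about 60% in these data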;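 also: 0% = DMSO treated cells and 100% = gossypol at 36 µM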
EBV LMP1 NFkB: inhibitors of Epstein-Barr LMP1-induced NF-kappaB reporter | AID 504558 | inhibition, % at 12.5 µM | 350,000 compounds, 0.69% hits | LMP1-induced NF-kappaB luciferase reporter cells, luminescence; in the data active = inhibition above about 41%;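 also: 0% = neutral control wells and 100% = reference inhibitor control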
NR2F2 inh: blocks human COUP-TFII nuclear receptor; P24468; HEK293T NGFI-A luciferase reporter, luminescence; inhibition, % at 8.6 µM; 370,000 compounds, 0.7% hits;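 active = inhibition above a per-plate cutoff, mean inhibition of test wells between control levels plus 3 SD, cut at about 38% in these data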;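 also: cells cotransfected with COUP-TFII expression vector driving the NGFI-A reporter; 0% = median of COUP-TF2 test wells and 100% = reporter-only cells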
* hit, by the source's call; nt = not tested or not shown. A portion of the library; rates above refer to the full screens.

MC4R barr agon,TLR9-MyD88 block,MC4R antagonist,ABHD5 PLIN5 PPI,NCOA2 inhibitor,SRC3 inh,LRH-1 inv ag,NOD2 RIPK2 PPI,NCOA1 inh,EBV LMP1 NFkB,NR2F2 inh,Molecule
0.6,3,9,0,25,22,18,1,5,-7,0,O=C(NCc1cccnc1)NC1CC(=O)N(c2ccc3c(c2)OCCO3)C1 (stereo not given)
2.3,-4,4,-2,-1,22,-21,3,10,-6,5,CCN(CC)CCOC(=O)c1ccc(NC(=O)C(C)NC(=O)C23CC4CC(CC(C4)C2)C3)cc1 (stereo not given)
-2.5,-8,15,8,nt,10,6,-6,-9,1,nt,Cc1c(Cl)cccc1NS(=O)(=O)c1ccc2c(c1)C1C=CCC1C(c1ccc(C(=O)O)cc1)N2 (stereo not given)
1.1,-7,5,6,-20,-3,-4,-14,9,0,-13,Cc1ccc(OCc2occc2C(=O)O)cc1
-0.1,7,0,3,-14,-18,-11,-23,-19,-3,2,Cc1ccc2cc3cc(C(=O)NCCCN4CCCCCC4)oc3nc2c1
-1.3,-2,8,3,34,-9,-1,-5,-1,2,16,Cc1ccc(C(=O)OCC(=O)NC2CCCC(C)C2C)cc1S(=O)(=O)N1CCCCC1 (stereo not given)
1.7,1,10,-1,-18,12,-9,7,7,-2,2,O=C(CSc1ccc(-c2ccccn2)nn1)c1ccc([N+](=O)[O-])cc1
0.8,-11,1,1,-11,-8,2,-15,-3,20,-5,O=c1c(-c2nc3ccccc3s2)cccn1Cc1ccc(Cl)c(Cl)c1
1.0,-11,17,6,6,19,-13,-11,2,-1,16,CCOc1cc(CNCCc2c[nH]c3ccccc23)cc(Cl)c1OCC(N)=O
0.1,4,10,3,7,4,15,-3,-13,-4,11,CC(=O)NC(c1ccccc1)c1c(O)ccc2ccccc12 (stereo not given)
-0.5,11,5,-11,-1,-16,0,3,6,3,3,CCOC(=O)CCCSc1nc2sc(C)c(C)c2c(=O)[nH]1
-1.5,0,-3,0,-13,-5,2,3,-33,-3,-3,O=c1[nH]c2ccccc2n2c(-c3ccncc3)nnc12
-1.4,-5,4,1,-22,4,8,-6,-5,8,7,COCCn1c(C2CCCCC2)nc2sc3ccccc3c(=O)c2c1=O
-1.8,1,-3,-1,33,-14,9,-4,-10,-3,-23,COc1ccc(C(=O)Nc2ccccc2C(=O)N2CCOCC2)cc1
0.1,14,2,6,-14,13,-8,-4,-4,5,4,CCOc1ccc(N2C(=O)S/C(=C\c3ccc(O)c(OC)c3)C2=O)cc1
0.0,-11,4,4,3,7,-10,-15,-10,12,-10,CCN(CC)c1nc(Oc2ccc(=O)[nH]n2)nc(N2CCOCC2)n1
-0.6,-1,12,-5,-7,8,6,-6,13,-4,5,O=C(Nc1nnc(SCc2ccccc2Cl)s1)c1cccc([N+](=O)[O-])c1
1.0,-4,11,-17,0,-11,-3,-5,-9,2,-6,CCCCCCn1c(=O)n2n(c1=O)[C@@H]1CN(S(=O)(=O)c3ccc(C)cc3)C[C@]1(O)[C@@H](OC(=O)Nc1cccs1)C2
-0.3,-7,2,-21,12,-6,-7,-2,-15,1,-5,COc1ccc(CCNC(=O)C23CN(Cc4ccccc4)CC2C(c2cccc([N+](=O)[O-])c2)=NO3)cc1 (stereo not given)
-0.9,9,23,1,-15,11,-11,-8,14,1,-12,O=C(CSc1ccccc1F)NC1CCS(=O)(=O)C1 (stereo not given)
-0.4,12,2,2,4,2,-1,8,-2,-5,-19,COc1ccc(NCC(=O)N/N=C/C2CCCCC2)cc1
-1.2,-12,5,-4,-22,-79,-48,-4,-44,-3,-15,Cc1ccc(NC(=O)Nc2cccnc2)cc1
-0.7,-13,3,2,17,-3,7,-3,-7,7,-4,Cc1ccc(C)c(N(CC(=O)NCc2ccccc2)C(=O)c2csnn2)c1
-0.3,11,-2,6,13,-13,23,-2,-15,7,-5,Cc1ccc(-n2nc3c(c2NC(=O)c2ccc4c(c2)OCO4)CS(=O)(=O)C3)cc1
-1.5,-5,14,-1,0,5,-5,-13,-8,2,1,CN1CCCN(c2ncnc3scc(-c4ccc(F)cc4)c23)CC1
7.2,-11,9,13,15,-6,36,-7,-5,-7,3,COc1cc(-n2c(N)c(C(=O)NCc3ccco3)c3nc4ccccc4nc32)cc(OC)c1OC
0.5,nt,4,-2,-34,-16,-18,3,-16,nt,5,Oc1c(/C=C/C=C/C=Nc2ccccc2)sc(=S)n1Cc1ccccc1
0.1,4,-3,1,-19,-20,5,7,-7,3,13,O=C(CCCn1c(=O)[nH]c2ccsc2c1=O)NC1CCCCC1
0.0,6,9,0,-4,19,12,0,-15,-4,6,O=C(C(c1ccccc1)c1ccccc1)N1CCOCC1
-1.1,4,3,9,-8,14,-17,-8,-5,-2,4,O=C1CCCC2=C1C(c1ccccc1O)C1=C(CCCC1=O)O2
-0.4,-7,-3,1,15,-2,17,4,1,-3,9,CCn1c(/C=C2/C(=O)N(C)c3ccccc32)nc2ccccc2c1=O
0.3,3,-5,-10,-18,16,11,0,14,-1,5,COc1cc2c(cc1NC(=O)/C=C/c1ccccc1)oc1ccccc12
-3.5,6,3,1,12,8,15,12,5,1,-2,N#CCCn1cc(/C=N/NC(N)=S)c(-c2ccccc2)n1
-2.0,8,-27,-6,-27,-65,-63,2,-135,-4,-62,CCN(CC)c1ccc(/C=N/NC(=O)c2ccco2)cc1
1.1,-10,11,-10,-39,16,20,-2,17,-16,9,CC(=O)Nc1ccc(Nc2cc(C(C)C)nc3c(-c4ccccc4)c(C)nn23)cc1
0.3,47*,-6,7,1,9,9,35*,3,7,0,CN1CCCc2cc3c(C(F)(F)F)cc(=O)oc3nc21
2.9,-4,-3,6,nt,25,-1,-6,11,-1,nt,CCCOc1ccc(/C(O)=C2/C(=O)C(=O)N(CCN(C)C)C2c2ccc(O)c(OC)c2)cc1 (stereo not given)
-2.3,-5,5,3,10,-1,0,3,-17,-4,-7,COc1cc(NC2c3ncccc3C(=O)N2Cc2ccco2)cc(OC)c1 (stereo not given)
0.2,13,4,0,-25,7,2,-8,-4,3,19,COc1ccc(CN2C(=O)c3ccccc3C2C(=O)NC2CCCC2)c(OC)c1 (stereo not given)
-1.7,nt,5,-3,-36,-16,-32,-25,-33,-4,-10,Cc1ccc(C(=O)NCCN2CCNC2=O)cc1

Some of these compounds in order of SMILES length, largest number first:
MC4R barr agon,TLR9-MyD88 block,MC4R antagonist,ABHD5 PLIN5 PPI,NCOA2 inhibitor,SRC3 inh,LRH-1 inv ag,NOD2 RIPK2 PPI,NCOA1 inh,EBV LMP1 NFkB,NR2F2 inh,Molecule
2.3,-4,4,-2,-1,22,-21,3,10,-6,5,CCN(CC)CCOC(=O)c1ccc(NC(=O)C(C)NC(=O)C23CC4CC(CC(C4)C2)C3)cc1 (stereo not given)
-0.4,-7,-3,1,15,-2,17,4,1,-3,9,CCn1c(/C=C2/C(=O)N(C)c3ccccc32)nc2ccccc2c1=O
-2.0,8,-27,-6,-27,-65,-63,2,-135,-4,-62,CCN(CC)c1ccc(/C=N/NC(=O)c2ccco2)cc1
-1.7,nt,5,-3,-36,-16,-32,-25,-33,-4,-10,Cc1ccc(C(=O)NCCN2CCNC2=O)cc1
1.1,-7,5,6,-20,-3,-4,-14,9,0,-13,Cc1ccc(OCc2occc2C(=O)O)cc1

Remaining list, next part
MC4R barr agon,TLR9-MyD88 block,MC4R antagonist,ABHD5 PLIN5 PPI,NCOA2 inhibitor,SRC3 inh,LRH-1 inv ag,NOD2 RIPK2 PPI,NCOA1 inh,EBV LMP1 NFkB,NR2F2 inh,Molecule
-1.5,-11,1,-2,17,-20,-16,-4,-4,-8,-11,CC(OC(=O)Cn1cnc2c1c(=O)n(C)c(=O)n2C)C(=O)NC1(C#N)CCCCC1 (stereo not given)
-2.4,5,-8,2,-3,20,1,-10,-9,1,20,O=C(Oc1c(CN2CCOCC2)cc(Cl)c2cccnc12)c1ccccc1F
0.1,3,3,4,-22,-9,17,-8,-3,6,-9,O=C(CNC(=O)c1cccs1)NCC(=O)OCc1ccc(Cl)cc1Cl
-0.1,11,-1,4,7,-3,20,0,4,5,-1,C=Cn1cc[n+](CC(=O)c2ccc(Br)s2)c1
1.5,-7,8,-2,-7,10,6,-17,-15,1,5,CC(=O)Nc1ccc(N/C(C)=C/C(=O)c2cccnc2)cc1
4.4,6,4,12,-8,17,-12,-7,-3,-4,-16,CC(Nc1nc(N2CCN(CCO)CC2)nc2ccccc12)c1ccccc1 (stereo not given)
-0.2,2,-1,-6,-7,10,6,-8,-4,-22,-2,Cc1ccc(-n2nnnc2SC(C)C(N)=O)c(C)c1 (stereo not given)
-2.0,2,16,-1,-2,-2,5,7,-6,1,-4,CCCOc1ccc(OCCN2CCCC(C)C2)cc1 (stereo not given)
-1.9,-3,1,-9,-26,9,34,6,10,6,10,COc1cc(N)c2ncccc2c1OC
1.4,5,22,1,12,4,-14,3,6,9,15,O=C(COc1ccc(/C=N/NS(=O)(=O)c2ccccc2)cc1)NCCc1ccccc1

Bioassay records from PubChem.
